Tb MetRS inh = blocks T. brucei methionyl-tRNA synthetase activity. purified T. brucei MetRS, ATP depletion, Kinase-Glo luminescence. inhibition, % at 11.9 µM. actives 0.4% (n = 360,000). AID 624268;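 active means inhibition above a per-plate cutoff of the control wells' mean inhibition plus 3 SD, cut at about 5.5% in these data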;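 further: 0% = DMSO wells median and 100% = median of wells with control inhibitor compound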
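Material: T. brucei methionyl-tRNA synthetase, purified; reagent: substrates ATP, L-methionine and bulk Escherichia coli tRNA; dosing: 11.9 µM single point; timing: 15 min plus 2 h at 25 °C; detection: luminescence of leftover ATP; evaluation: % inhibition; control set: DMSO-only wells as low control; replicates: singlicate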
NadD inh = blocks S. aureus nicotinate mononucleotide adenylyltransferase; purified NadD enzyme, colorimetric absorbance read-out; inhibition, % at 20 µM; actives 0.78% (n = 360,000); in the data active means inhibition above about 26%; further: some compounds past the cut are filed as inactive
MsrA inhibitor = inhibitors of bovine MsrA | actives 0.75% (n = 360,000) | purified bovine MsrA, absorbance read-out | inhibition, % at 15.5 µM; in the data active means inhibition above about 4.5%;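 further: 0% = vehicle wells with enzyme and 100% = reference inhibitor wells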
LMPTP block = blocks human LMPTP phosphatase. recombinant LMPTP-A, OMFP fluorogenic substrate, fluorescence intensity. inhibition, % at 20 µM. actives 0.22% (n = 360,000). AID 651560;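 active means compounds that cut the enzyme signal by at least half of the control window in the single-dose screen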;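 further: plate controls were DMSO wells with enzyme plus substrate for no effect and substrate without enzyme for full effect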
Target sequence (P24666 whole entry, looked up): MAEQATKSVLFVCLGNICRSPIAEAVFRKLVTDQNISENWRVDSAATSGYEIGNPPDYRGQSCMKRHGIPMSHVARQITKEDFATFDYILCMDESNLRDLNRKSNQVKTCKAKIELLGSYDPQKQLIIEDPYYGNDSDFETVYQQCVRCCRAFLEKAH
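Assay system: LMPTP-A enzyme. Input: 0.625 nM LMPTP-A final. Probe or stimulus: 400 µM OMFP. Compound dosing: single 20 µM dose. Schedule: 50 min dark incubation at room temperature. Detection: fluorescence intensity of OMFP turnover product. Read-out: percent inhibition versus substrate-only and uninhibited controls. Benchmarks: no-enzyme low control, uninhibited high control.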
Scp-1 inhibitor = inhibitors of human Scp-1 phosphatase | inhibition, % at 20 µM | Recombinant Scp1, phosphopeptide, malachite green phosphate absorbance | actives 0.88% (n = 340,000);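 active means inhibition above about 50% at 20 µM, limit read from the data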;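 further: plate controls were DMSO wells with enzyme for no effect and wells lacking enzyme for full effect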
Target sequence (Q9GZU7 76-261 limits assumed): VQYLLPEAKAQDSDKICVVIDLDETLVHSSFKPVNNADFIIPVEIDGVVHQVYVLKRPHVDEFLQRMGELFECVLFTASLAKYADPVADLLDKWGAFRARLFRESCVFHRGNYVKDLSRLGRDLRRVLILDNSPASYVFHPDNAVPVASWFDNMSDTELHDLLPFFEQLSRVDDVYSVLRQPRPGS
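Test system: SCP-1 catalytic domain; Buffer or medium: Acidic Tris acetate buffer with magnesium and detergent; Also added: Phosphorylated 17-residue peptide substrate; Compound: single 20 µM dose, 1% DMSO; Schedule: enzyme reaction 45 min at room temperature, colour 5 min, stabilisation 30 min; Signal: Phosphate-binding colour reagent, absorbance read at 630 nm.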
Rpn11 block = inhibitors of human proteasome Rpn11; O00487; human 26S proteasome, Ub4-pepOG fluorescence polarization; 20S core pre-blocked with epoxomicin; calls only at 20 µM; actives 0.59% (n = 360,000); AID 588493;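 active means inhibition at 20 µM, scaled to each plate's controls, above about 33%, limit read from the data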
Target sequence (O00487 whole entry, looked up): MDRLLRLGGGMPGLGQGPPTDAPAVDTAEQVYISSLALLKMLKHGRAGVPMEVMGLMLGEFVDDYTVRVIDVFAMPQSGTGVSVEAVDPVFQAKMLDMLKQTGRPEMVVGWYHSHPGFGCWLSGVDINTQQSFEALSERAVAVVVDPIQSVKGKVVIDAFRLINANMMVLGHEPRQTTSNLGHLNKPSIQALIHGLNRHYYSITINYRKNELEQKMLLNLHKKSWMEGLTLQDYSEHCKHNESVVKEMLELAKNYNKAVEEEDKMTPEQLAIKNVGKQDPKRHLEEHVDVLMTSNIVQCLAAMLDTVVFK
SUMO1 PPI mod = SUMO1-SIM interaction modulation; SUMO1 binding to a labelled peptide, TR-FRET, 1 h; P63165; inhibition, % at 20 µM; actives 0.33% (n = 360,000); in the data active means inhibition above about 37%
Target sequence (P63165 whole entry, looked up): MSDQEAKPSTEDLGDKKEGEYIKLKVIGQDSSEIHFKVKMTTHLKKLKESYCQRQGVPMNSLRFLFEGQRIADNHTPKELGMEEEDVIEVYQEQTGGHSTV
DNMT1 inh = DNMT1 (human) enzyme inhibition; P26358; DNMT1 molecular beacon, Hinp1I cleavage, fluorescence; inhibition (reported as % activation of signal), % at 10 µM; actives 0.83% (n = 360,000); in the data active means inhibition above about 50%
CSN inh = blocks human CSN-mediated cullin deneddylation; Q92905; Purified CSN, SCF-Nedd8-OG deneddylation, fluorescence polarization; inhibition, % at 12.5 µM; actives 0.38% (n = 360,000); AID 651999;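 active means pattern-corrected inhibition above about 35%, with an unprinted fluorescence ratio check between 0.5 and 1.5, limit read from the data, passing the limit was not always enough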;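 further: 0% = enzyme with substrate and 100% = substrate without enzyme; some results filed as inactive read as strong as hits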
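Test system: purified human Csn5 enzyme expressed in HEK293T cells. Amount: 0.24 nM enzyme. Reagent: SCFSkp2-Nedd8OG substrate at 10 nM final. Schedule: 90 min incubation of compound, enzyme and substrate at room temperature. Detection: fluorescence polarization. Read-out: % inhibition of substrate cleavage by Csn5.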
STEP inh = inhibitors of human striatal-enriched phosphatase STEP; recombinant STEP, OMFP fluorogenic substrate, fluorescence; AID 588621; P54829; inhibition, % at 20 µM; actives 0.25% (n = 360,000);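 active means inhibition at 20 µM, scaled per plate between control wells, above about 37%, limit read from the data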;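 further: 0% = DMSO with enzyme and substrate and 100% = substrate only without enzyme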
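material = STEP tyrosine phosphatase | reagent = fluorogenic phosphatase substrate OMFP at 25 µM final | doses = single compound dose of 20 µM, 1% DMSO final | schedule = 20 min reaction, room temperature, in the dark | measured by = fluorescence, 480/540 nm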
Numbers without * were called inactive; i = inactive; . = no result given.

SMILES	Tb MetRS inh	NadD inh	MsrA inhibitor	LMPTP block	Scp-1 inhibitor	Rpn11 block	SUMO1 PPI mod	DNMT1 inh	CSN inh	STEP inh
COC(=O)C1C(=O)C(C(=O)/C=C/c2ccccc2)C(=O)CC1(C)C (centres undefined)	-2.3	5	0.9	-0.1	-2	i	7	4	-11	0
COc1cccc(CN(C)CC(=O)Nc2sc3c(c2C#N)CCC3)c1OC	-0.4	-3	-1.3	2.4	-5	i	3	-7	12	0
O=C(c1c(F)cccc1F)N1CCCC(c2nc(-c3cccs3)no2)C1 (centres undefined)	-1.3	-4	-0.3	-0.8	-6	i	1	1	0	-1
CC(NC(=O)Cn1c(=O)[nH]c2ccsc2c1=O)C12CC3CC(CC(C3)C1)C2 (centres undefined)	0.0	1	0.1	1.0	-6	i	1	-6	1	-2
CC(C)(C)c1cnnn1-c1ccc(-c2csc(N)n2)cc1	-0.3	7	0.0	1.9	-2	i	-18	-12	1	2
CC(C)Cc1nnc(NC(=O)CCC(=O)N2CCN(Cc3ccc(Cl)cc3)CC2)s1	-0.7	-6	0.5	-1.2	-3	i	4	-4	0	-1
Cc1ccc(C)c(NC(=S)N2CCCC2)c1	-0.2	0	-0.9	0.2	-5	i	1	1	-2	-2
Cc1cccc(C(=O)Nc2ccc(NC(=O)c3ccccc3)cc2)c1	-0.9	-3	-0.4	2.0	-10	i	5	-2	6	0
O=c1cc(O)nc(SCc2ccc(Cl)cc2)[nH]1	-1.0	-1	-0.4	0.1	0	i	-1	3	1	1
Cn1c(=O)c2c(nc(NCCc3ccccc3)n2Cc2ccc(F)cc2)n(C)c1=O	0.6	1	0.8	1.5	-9	i	9	1	5	5
CCn1c(SCC(=O)Nc2cccc(NC(=O)c3ccco3)c2)nnc1-c1cccs1	-1.6	0	-0.1	-0.8	-1	i	4	-2	5	3
O=Cc1ccc(Oc2cc(-c3ccccc3)nc(-c3ccccc3)n2)cc1	-0.7	0	0.7	3.0	-11	i	2	8	4	0
CC(NC(=O)COC(=O)/C=C/c1ccc([N+](=O)[O-])cc1)c1ccccc1 (centres undefined)	-0.1	-5	0.3	-0.8	-8	i	-18	3	-12	0
CS(=O)(=O)N(CC(=O)NCc1ccncc1)Cc1ccc(Cl)cc1	-1.1	3	0.5	-1.9	-9	i	3	3	0	-5
CCCc1c(C)nc2scc(-c3ccc(Cl)cc3)n2c1=O	-0.1	-3	0.8	-0.6	.	i	-5	-3	7	-1
COc1ccc(-n2nc(C(N)=O)nc2-c2ccccc2)cc1	-0.2	-4	-0.3	-1.7	-6	i	2	0	5	0
Cc1cccc2[nH]c(CN(C)Cc3nc(CC4CC4)no3)nc12	-0.5	4	0.7	-1.5	-1	i	-3	0	3	0
O=C(Nc1ccc(-c2ccc3nncn3n2)cc1)C1CCCC1	-0.3	1	0.7	0.5	-8	i	-14	-5	0	-3
Cc1ccccc1C(=O)N1CCN(c2ccccn2)CC1	-1.0	5	-0.9	-3.1	-2	i	2	-1	-2	-3
Cc1c(N2C(=O)/C(=C/c3cccc4ccccc34)SC2=S)c(=O)n(-c2ccccc2)n1C	-1.3	15	1.1	6.1	7	i	-17	-2	4	6
COc1ccc(N(C(C)C(=O)Nc2ccc(S(=O)(=O)N3CCCCC3)cc2)S(C)(=O)=O)cc1 (centres undefined)	-0.9	3	0.3	0.8	-1	i	-4	1	0	0
CCNc1c(NC(=O)c2cccs2)c(=O)oc2ccccc12	-0.6	2	0.4	0.5	-3	i	-4	-1	-2	1
COc1ccc(N2CC(C(=O)N[C@H](C(=O)NC3CCCC3)C(C)C)CC2=O)cc1 (some centres undefined)	-0.4	0	0.7	-0.8	-4	i	1	3	5	1
O=C(NCc1ccccc1)C(c1ccccn1)N(C(=O)c1csnn1)c1ccccc1F (centres undefined)	0.1	-5	-0.3	-1.3	-7	.	7	-1	-2	1

Results in LMPTP block, for some of the entries so far:
Compound	LMPTP block
CC(C)(C)c1cnnn1-c1ccc(-c2csc(N)n2)cc1	1.9
CC(C)Cc1nnc(NC(=O)CCC(=O)N2CCN(Cc3ccc(Cl)cc3)CC2)s1	-1.2
Cc1ccc(C)c(NC(=S)N2CCCC2)c1	0.2

Continuation:
SMILES	Tb MetRS inh	NadD inh	MsrA inhibitor	LMPTP block	Scp-1 inhibitor	Rpn11 block	SUMO1 PPI mod	DNMT1 inh	CSN inh	STEP inh
O=C(NCCCn1ccnc1)c1cc2nc(-c3ccc(Br)cc3)cc(C(F)(F)F)n2n1	0.1	9	0.6	-5.6	-2	i	-4	-5	4	-1
O=C(NCCO)C(O)C(O)C(=O)NCCO (centres undefined)	-0.3	5	0.3	-1.0	-10	i	3	4	-3	0
O=C(CN(c1ccc(F)cc1)S(=O)(=O)c1ccc2c(c1)OCCO2)Nc1ccc2c(c1)OCO2	0.6	-4	-0.8	3.6	-13	i	5	-12	0	-2
CC(C)C(=O)NC(=S)N(Cc1ccccc1)Cc1ccccc1	0.1	2	0.7	0.0	-1	i	3	-4	4	-2
CCOC(=O)N/N=C/c1c(C)nn(-c2ccccc2Cl)c1Cl	-0.6	-2	-0.1	-0.3	-3	i	0	4	-5	-2
O=C(CCc1nc2ccccc2c(=O)[nH]1)NNC(=O)c1cccc(Cl)c1	1.3	9	1.2	-0.2	62*	i	10	3	-4	1
CC1=C(C(=O)Nc2ccccc2)C2(CCCCC2)C(C#N)=C(S)N1	-0.8	16	1.1	-2.0	-9	i	4	-10	0	2
COCCNC(=O)C1CCCN(Cc2ccccc2F)CC1 (centres undefined)	-0.1	-5	.	-1.9	.	i	1	4	1	1
C=CCn1c(=S)[nH]c2scc(-c3cccs3)c2c1=O	0.6	4	1.9	1.0	-9	i	2	1	-6	-2
CC(C)c1cccc(C(C)C)c1OCCCCN1CCCC1	-0.9	5	0.3	0.4	-6	i	-5	1	-2	2
O=C(C1=C[C@@H](c2ccc(C(F)(F)F)cc2)C[C@@H](OCCCCO)O1)N1CCCCCCC1	-0.7	-2	-1.1	-0.1	-6	i	-4	-2	1	-1
COc1ccc(CC(=O)Nc2cccc(SC)c2)cc1OC	0.2	-11	-0.4	-2.4	-9	i	1	0	-2	-3
COc1ccc(C2Oc3ccccc3C3=C2C(c2cccs2)n2ncnc2N3)cc1 (centres undefined)	-0.1	20	1.9	1.4	9	i	-13	-11	1	-4
CN(C)C(=S)Nc1cccc(-c2n[nH]c(=S)o2)c1	0.1	7	0.3	-2.6	-2	i	7	1	-1	-2
NS(=O)(=O)c1ccc(CCNC(=O)c2ccc[nH]c2=S)cc1	-0.3	-3	1.7	-0.9	-15	i	-9	1	-1	-2
COC(=O)c1c(C)oc(C)c1S(=O)(=O)NCc1cccs1	-0.1	-2	0.1	-0.5	-7	i	7	1	1	1
Cc1cc(OCCCCCN2CCCC2)ccc1Cl	-1.4	-7	-1.3	-3.4	-3	i	-3	0	-4	-1
O=C(NCCN1CCN(Cc2ccccc2)CC1)Nc1cc(Cl)cc(Cl)c1	3.2	1	-0.2	-2.3	-11	i	-6	2	4	3
O=C(COC(=O)CCC(=O)c1ccc(F)cc1)NCc1ccco1	-0.4	1	-0.5	0.8	-1	i	-5	2	-8	0
CCc1cc(=O)oc2c3c(cc(OCC(=O)NCc4ccccn4)c12)OC(C)(C)CC3	-0.2	7	1.9	0.3	-1	i	5	0	3	-3
C=CCNC(=O)NC(=O)COC(=O)CC(NC(N)=O)c1ccc(Cl)cc1 (centres undefined)	-0.5	-1	-0.6	0.0	-7	i	2	0	4	2
CCCCNc1c(-c2ccc(SC3CCCCC3)c(OC)c2)nc2ccc(Cl)cn12	-0.3	5	-0.4	4.5	11	i	-4	-6	6	3
O=c1oc2ccccc2c2nccnc12	-0.1	-3	0.2	-0.9	-6	i	-2	1	-1	0
O=C(NC1CCN(Cc2ccc3ccccc3c2)CC1)c1ccccc1	0.4	-2	-0.1	0.1	-5	i	-6	-2	4	-3
CCOc1ccc2nc(NC(=O)C3(C)CC3(Br)Br)sc2c1 (centres undefined)	-0.2	-7	0.4	1.0	-15	i	-1	5	-3	-2
O=C(O)CCCc1nc(-c2ccccc2)no1	-0.8	-1	-0.5	-1.4	-11	i	1	-1	-6	1
Cc1ccnc(NC(=O)CCC(=O)N(CC(=O)NCc2ccccc2)c2ccc3c(c2)OCO3)c1	0.2	3	-0.6	0.1	-2	i	-1	7	-7	-2
CC(C)(C)NS(=O)(=O)c1ccc2[nH]c3c(c2c1)CCCCC3	-1.0	-9	1.3	2.3	-9	i	0	-7	2	7
CC(C)(C)OC(=O)N1CCC(CNC(=O)c2ccc(F)cc2F)CC1	-0.5	6	-1.1	-2.6	-11	i	-2	2	0	-3
CCc1ccccc1N1C(=O)[C@@H]2Cc3ccccc3CN2C1=O	0.0	0	0.6	-2.1	-11	i	3	0	0	-1
C=CCSc1nc(O)c(C2OC(=O)c3c2ccc(OC)c3OC)c(=O)n1-c1ccccc1 (centres undefined)	0.5	3	1.1	0.8	-1	i	1	1	3	2
CC(=O)NN1C(=O)c2ccc3c4c(ccc(c24)C1=O)C(=O)N(NC(C)=O)C3=O	-1.0	-3	29*	-1.2	-2	i	-41	17	-1	0
CCOc1ccccc1NC(=O)N1CCCC1C(=O)Nc1ccc(NC(C)=O)cc1 (centres undefined)	-0.4	0	0.1	0.9	-5	i	1	-4	-2	-2
COc1ccc(-c2ccc(SCc3ccccn3)nn2)cc1OC	-0.2	5	0.2	0.5	-1	i	3	0	-3	2
Cc1ccc(-c2nc3ccc(Cl)cn3c2Cc2ccccc2)cc1	0.6	0	-1.0	4.8	.	i	4	4	-1	4
COc1ccc(NC(=O)C2CCCN(c3cnccn3)C2)c(OC)c1 (centres undefined)	-0.1	5	2.7	0.6	-8	i	-3	-1	1	0
COc1ccccc1N1CCN(Cc2nc(-c3ccc(F)cc3)oc2C)CC1	-0.9	0	-0.1	-2.2	-1	i	-3	0	5	-2
COC(=O)CC1C(=O)NCCN1C(=O)CSc1nc2ccccc2o1 (centres undefined)	-0.3	-8	0.3	-2.1	-5	i	0	1	-2	2
COc1cccc(-c2cnc(C(O)c3c(C)cc(C)cc3C)[nH]2)c1 (centres undefined)	0.0	-4	-1.9	0.4	.	i	2	4	1	1

Screening results as filed in PubChem BioAssay.
